Compound activity deposited in PubChem by several laboratories.
SUMO1-SIM PPI: SUMO1-SIM interaction modulation | P63165 | SUMO1 binding to a labelled peptide, TR-FRET, 1 h | inhibition, % at 20 µM | actives 0.33% (n = 360,000) | AID 602429; in the data active = inhibition above about 37%
Target sequence (P63165 whole entry, looked up): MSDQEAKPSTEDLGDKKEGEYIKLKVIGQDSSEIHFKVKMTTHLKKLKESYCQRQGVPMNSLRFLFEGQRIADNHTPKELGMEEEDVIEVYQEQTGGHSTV
LMPTP block: LMPTP (human) inhibition; P24666; recombinant LMPTP-A, OMFP fluorogenic substrate, fluorescence intensity; inhibition, % at 20 µM; actives 0.22% (n = 360,000); AID 651560;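 active = compounds that cut the enzyme signal by at least half of the control window in the single-dose screen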;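 note: plate controls were DMSO wells with enzyme plus substrate for no effect and substrate without enzyme for full effect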
Target sequence (P24666 whole entry, looked up): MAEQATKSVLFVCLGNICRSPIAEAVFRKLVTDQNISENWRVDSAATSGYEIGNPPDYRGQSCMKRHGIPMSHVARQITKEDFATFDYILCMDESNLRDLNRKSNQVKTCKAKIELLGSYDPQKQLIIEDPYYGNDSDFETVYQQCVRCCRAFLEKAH
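Test system: LMPTP-A, protein tyrosine phosphatase of low molecular weight; Input: 0.625 nM enzyme; Incubation: 50 min dark incubation at room temperature; Signal: endpoint fluorescence intensity from OMFP dephosphorylation; Read-out basis: % inhibition versus control wells.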
CSN deneddyl inh: inhibitors of human CSN-mediated cullin deneddylation; actives 0.38% (n = 360,000); Purified CSN, SCF-Nedd8-OG deneddylation, fluorescence polarization; Q92905; inhibition, % at 12.5 µM; AID 651999;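 active = pattern-corrected inhibition above about 35%, with an unprinted fluorescence ratio check between 0.5 and 1.5, limit read from the data, passing the limit was not always enough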;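 note: 0% = enzyme with substrate and 100% = substrate without enzyme; some results filed as inactive read as strong as hits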
Target sequence (Q92905 whole entry, looked up, one chain of several): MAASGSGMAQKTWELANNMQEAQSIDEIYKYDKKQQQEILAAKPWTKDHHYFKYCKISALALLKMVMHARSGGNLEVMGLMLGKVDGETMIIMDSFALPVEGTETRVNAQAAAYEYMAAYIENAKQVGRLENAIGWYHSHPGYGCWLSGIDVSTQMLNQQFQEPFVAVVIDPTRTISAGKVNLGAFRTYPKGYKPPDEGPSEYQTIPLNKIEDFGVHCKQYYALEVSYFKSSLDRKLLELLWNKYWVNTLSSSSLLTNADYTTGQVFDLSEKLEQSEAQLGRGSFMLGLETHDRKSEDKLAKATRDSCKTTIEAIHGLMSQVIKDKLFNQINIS
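Assay system: purified human Csn5 enzyme expressed in HEK293T cells; measure: % inhibition; also added: SCFSkp2-Nedd8OG substrate at 10 nM final; technique: fluorescence polarization; times: reaction 90 min, room temperature; medium: Tris buffer pH 7.5, NaCl, DTT, Tween-20, trehalose, ovalbumin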
DNMT1 inh: blocks human DNA methyltransferase DNMT1; inhibition (reported as % activation of signal), % at 10 µM; actives 0.83% (n = 360,000); P26358; DNMT1 molecular beacon, Hinp1I cleavage, fluorescence; AID 588458; in the data active = inhibition above about 50%
STEP block: blocks human striatal-enriched tyrosine phosphatase | recombinant STEP, OMFP fluorogenic substrate, fluorescence | actives 0.25% (n = 360,000) | inhibition, % at 20 µM | AID 588621 | P54829;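 active = inhibition at 20 µM, scaled per plate between control wells, above about 37%, limit read from the data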;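 note: 0% = DMSO with enzyme and substrate and 100% = substrate only without enzyme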
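Test system: STEP tyrosine phosphatase / Reagent: OMFP at 25 µM / Doses: 20 µM, 1% DMSO / Read-out: percent inhibition scaled to no-enzyme and uninhibited-enzyme controls, plate-pattern corrected / Detection: FITC-channel fluorescence of OMFP product / Medium: Bis-Tris buffer pH 6.0, 2.5 mM DTT, 0.005% Tween 20 / Schedule: 20 min at room temperature, dark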
NadD inh: NadD (S. aureus) enzyme inhibition; purified NadD enzyme, colorimetric absorbance read-out; inhibition, % at 20 µM; actives 0.78% (n = 360,000); AID 602399; in the data active = inhibition above about 26%; note: some compounds past the cut are filed as inactive
Tb MetRS inh: Trypanosoma brucei MetRS inhibition; actives 0.4% (n = 360,000); purified T. brucei MetRS, ATP depletion, Kinase-Glo luminescence; inhibition, % at 11.9 µM; AID 624268;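 active = inhibition above a per-plate cutoff of the control wells' mean inhibition plus 3 SD, cut at about 5.5% in these data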;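 note: 0% = DMSO wells median and 100% = median of wells with control inhibitor compound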
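Measured by: Kinase-Glo luciferase luminescence reporting remaining unconsumed ATP. Material: purified T. brucei MetRS enzyme. Doses: 11.9 µM compound single dose, 0.9% DMSO. Medium: HEPES buffer containing pyrophosphatase, BSA, spermine, DTT. Times: 15 min preincubation, 2 h reaction, all 25 °C. Reagent: methionine, ATP and bulk E. coli tRNA.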
Scp-1 inhibitor: blocks human Scp-1 phosphatase activity | Q9GZU7 | Recombinant Scp1, phosphopeptide, malachite green phosphate absorbance | inhibition, % at 20 µM | actives 0.88% (n = 340,000) | AID 493091;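 active = inhibition above about 50% at 20 µM, limit read from the data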;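 note: plate controls were DMSO wells with enzyme for no effect and wells lacking enzyme for full effect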
Target sequence (Q9GZU7 76-261 limits assumed): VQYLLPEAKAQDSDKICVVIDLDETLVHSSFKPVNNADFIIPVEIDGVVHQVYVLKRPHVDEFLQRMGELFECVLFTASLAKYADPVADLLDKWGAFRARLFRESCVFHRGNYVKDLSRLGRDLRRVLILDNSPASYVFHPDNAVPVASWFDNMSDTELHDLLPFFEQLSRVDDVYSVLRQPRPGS
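Test system – truncated SCP-1 phosphatase (76-261aa) · Reagent – Phosphorylated 17-residue peptide substrate · Incubation – 45 min room-temperature reaction, 5 min colour, 30 min stabiliser · Detection – colorimetric phosphate reagent with accelerator and stabiliser, absorbance at 630 nm · Measure – % inhibition at 20 µM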
Rpn11 block: Rpn11 (human) deubiquitinase inhibition | human 26S proteasome, Ub4-pepOG fluorescence polarization; 20S core pre-blocked with epoxomicin | AID 588493 | O00487 | actives 0.59% (n = 360,000) | calls only at 20 µM;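 active = inhibition at 20 µM, scaled to each plate's controls, above about 33%, limit read from the data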
PABP1 MLLE inh: inhibitors of microRNA-mediated deadenylation, human PABP1 MLLE binding; inhibition, % at 20 µM; actives 0.36% (n = 360,000); P11940; AID 588489; GST-MLLE / FITC-PAM2 fluorescence polarization; in the data active = inhibition above about 35%, passing the limit was not always enough;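 note: plate controls were DMSO wells with GST-MLLE for no effect and wells lacking GST-MLLE protein for full effect; some results filed as inactive read as strong as hits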
The depositor's hits bear a star; i = inactive; . = no result given.

SMILES	SUMO1-SIM PPI	LMPTP block	CSN deneddyl inh	DNMT1 inh	STEP block	NadD inh	Tb MetRS inh	Scp-1 inhibitor	Rpn11 block	PABP1 MLLE inh
Cc1ccc(/C=N/NC(=O)CSc2nc3nc(C)cc(C)n3n2)cc1	0	-1.0	4	-7	5	-1	-0.6	-8	i	-2
COc1cccc(-c2ccc3c(c2)S(=O)(=O)c2cccc(C(=O)O)c2C3=O)c1OC	-16	-5.0	-2	0	-1	-8	-0.3	0	i	8
Cn1c(COc2ccc(F)cc2)nnc1SCC(=O)NC1CC1	2	-1.3	1	-1	-2	0	0.4	-7	i	-9
O=C(Nc1cccc(OC(F)(F)F)c1)c1cccc2c(-c3cccnc3)coc12	0	6.2	-4	7	4	8	-0.1	.	i	9
COc1ccc(C(=O)NCCNC(=O)c2cnccn2)cc1OC	-1	-0.8	-2	0	-3	3	-0.2	-1	i	0
Cc1noc(C)c1CSCC(=O)N(C)CC(=O)Nc1ccc(Cl)c(Cl)c1	2	0.4	2	-6	1	-9	0.8	-8	i	-1
CCN(CC)C(=O)CSc1ncnc2c1cnn2Cc1ccccc1	2	-0.5	1	3	-1	-1	-0.2	-5	i	11
CCc1ccc(/C([O-])=C(/C(=S)NCCN2CCOCC2)[n+]2ccccc2)cc1	-9	-3.0	7	-6	4	0	-0.9	5	i	7
CC(C)(C)OC(=O)C[C@@H]1C/C=C\C[C@H](CC(=O)N[C@H](CO)Cc2ccccc2)C(=O)N[C@H](Cc2ccccc2)COC1=O	4	1.4	4	1	4	-1	-0.1	-8	i	14
CCC(C)c1ccc(NC(=O)C2CCN(c3ccc(C(F)(F)F)cn3)CC2)cc1 (stereo not drawn)	0	-0.7	-13	10	-1	3	-0.5	0	i	-8

Structures shown so far containing an aryl thioether with sulfur outside any ring:
SMILES	SUMO1-SIM PPI	LMPTP block	CSN deneddyl inh	DNMT1 inh	STEP block	NadD inh	Tb MetRS inh	Scp-1 inhibitor	Rpn11 block	PABP1 MLLE inh
Cc1ccc(/C=N/NC(=O)CSc2nc3nc(C)cc(C)n3n2)cc1	0	-1.0	4	-7	5	-1	-0.6	-8	i	-2
Cn1c(COc2ccc(F)cc2)nnc1SCC(=O)NC1CC1	2	-1.3	1	-1	-2	0	0.4	-7	i	-9
CCN(CC)C(=O)CSc1ncnc2c1cnn2Cc1ccccc1	2	-0.5	1	3	-1	-1	-0.2	-5	i	11

Going on with the list.
SMILES	SUMO1-SIM PPI	LMPTP block	CSN deneddyl inh	DNMT1 inh	STEP block	NadD inh	Tb MetRS inh	Scp-1 inhibitor	Rpn11 block	PABP1 MLLE inh
Clc1cccc(CN2CCC(Cc3ccccc3)CC2)c1	1	-1.5	3	7	16	-3	-0.8	0	i	7
CCCCNC(=O)C1(C)CCCCN1Cc1ccc2ccccc2c1 (stereo not drawn)	4	-0.4	1	4	-2	-7	0.0	.	i	4
O=c1c(Br)c(N2CCCC2)cnn1-c1ccccc1	-8	-1.0	7	0	2	1	-0.2	-4	i	-2
O=C(COC(=O)Cc1ccccc1F)Nc1ccc(SC(F)F)cc1	2	0.5	0	-6	0	-11	0.8	-12	i	2
O=C(N/N=C/c1c[nH]c2ccc(Br)cc12)c1ccn(Cc2ccc(Cl)cc2)n1	5	6.0	4	-23	-1	22	-0.6	-4	i	-5
Cc1cc(=O)oc2c(C)c(OC(C)C(=O)NCC3CCC(C(=O)O)CC3)ccc12 (stereo not drawn)	-1	-0.7	-1	3	-1	-1	0.6	-4	i	3
Cc1ccc(S(=O)(=O)N2CC3=C(C2)C2CC2(C)C3)cc1 (stereo not drawn)	9	2.5	-2	.	.	-9	-0.2	.	.	.
O=C(NC1CCCC1)C(c1ccccc1)N(C(=O)c1ccno1)c1ccccc1 (stereo not drawn)	3	-0.8	2	23	-4	-2	-0.5	-5	i	1
Cc1ccc(CNS(=O)(=O)c2ccc3c(c2)C(C)(C)C(=O)N3C)cc1	7	1.1	2	4	0	-3	0.4	-1	i	-10
O=C(COC(=O)c1oc2ccccc2c1COc1ccccc1)NCCN1C(=O)CSC1=O	0	2.6	2	-7	2	-8	0.3	-10	i	-7

Some of these compounds in order of their number in DNMT1 inh, low to high:
Structure,SUMO1-SIM PPI,LMPTP block,CSN deneddyl inh,DNMT1 inh,STEP block,NadD inh,Tb MetRS inh,Scp-1 inhibitor,Rpn11 block,PABP1 MLLE inh
O=C(N/N=C/c1c[nH]c2ccc(Br)cc12)c1ccn(Cc2ccc(Cl)cc2)n1,5,6.0,4,-23,-1,22,-0.6,-4,i,-5
O=C(COC(=O)c1oc2ccccc2c1COc1ccccc1)NCCN1C(=O)CSC1=O,0,2.6,2,-7,2,-8,0.3,-10,i,-7
Clc1cccc(CN2CCC(Cc3ccccc3)CC2)c1,1,-1.5,3,7,16,-3,-0.8,0,i,7

Five compounds drawn at random from those above:
SMILES	SUMO1-SIM PPI	LMPTP block	CSN deneddyl inh	DNMT1 inh	STEP block	NadD inh	Tb MetRS inh	Scp-1 inhibitor	Rpn11 block	PABP1 MLLE inh
CCCCNC(=O)C1(C)CCCCN1Cc1ccc2ccccc2c1 (stereo not drawn)	4	-0.4	1	4	-2	-7	0.0	.	i	4
Cc1ccc(S(=O)(=O)N2CC3=C(C2)C2CC2(C)C3)cc1 (stereo not drawn)	9	2.5	-2	.	.	-9	-0.2	.	.	.
O=C(COC(=O)Cc1ccccc1F)Nc1ccc(SC(F)F)cc1	2	0.5	0	-6	0	-11	0.8	-12	i	2
Clc1cccc(CN2CCC(Cc3ccccc3)CC2)c1	1	-1.5	3	7	16	-3	-0.8	0	i	7
O=C(COC(=O)c1oc2ccccc2c1COc1ccccc1)NCCN1C(=O)CSC1=O	0	2.6	2	-7	2	-8	0.3	-10	i	-7

Next structures follow:
SMILES	SUMO1-SIM PPI	LMPTP block	CSN deneddyl inh	DNMT1 inh	STEP block	NadD inh	Tb MetRS inh	Scp-1 inhibitor	Rpn11 block	PABP1 MLLE inh
CSc1ccccc1C(=O)NC1CCSc2ccccc21 (stereo not drawn)	3	-1.0	2	2	-3	-3	-1.1	-7	i	-11
Cc1ccc(C)c(N2CCN(S(=O)(=O)c3ccc4c(c3)OCCO4)CC2)c1	1	4.3	0	-4	2	12	0.1	1	i	3
CCN(c1ccc(OC)cc1)S(=O)(=O)N1CCCC(C(=O)NCc2ccc(OC(C)C)cc2)C1 (stereo not drawn)	3	1.0	-1	-35	0	0	0.1	.	i	-2
CC(=O)Nc1ccc(-c2nnc(SCC(=O)NCc3ccco3)n2C)cc1	3	-3.4	0	1	1	2	0.0	-2	i	-88
CC(C)NC(=O)c1cc(-c2ccco2)on1	-8	0.2	-2	1	-1	-2	0.4	-3	i	-4
CC1(C)Cc2c(C#N)c(SCCC#N)nc(N3CCOCC3)c2CO1	1	-1.6	-1	1	0	-9	-0.6	-9	i	5
CC(C)(C)OC(=O)[C@H](Cc1ccccc1)NC(=O)c1[nH]cnc1C(=O)N[C@@H](Cc1ccccc1)C(=O)OCc1ccccc1	6	3.6	3	-15	0	8	-0.4	-8	i	-31
O=C(COC(=O)/C=C/c1c(F)cccc1Cl)NCC1CCCO1 (stereo not drawn)	-5	-0.7	3	0	3	-4	-0.6	5	i	-4
Cc1ccc(C)n1-c1cccc(NC(=O)c2ccccc2)c1	3	-0.4	-2	-20	-2	6	-0.6	-1	i	-64
C[C@H](CO)N1C[C@H](C)[C@@H](CN(C)S(=O)(=O)c2ccc3ccccc3c2)OCc2cnnn2CCCC1=O	-6	-0.2	-5	-6	-2	2	0.1	.	i	4
CCCCN(C(C)=O)C1CC(=O)N(c2ccc(OCCC)cc2)C1=O (stereo not drawn)	3	-0.9	0	0	-2	2	3.4	1	i	6
CCOC(=O)COc1ccc2ccccc2c1/C=C/[N+](=O)[O-]	-5	1.7	-5	0	3	4	-0.1	-5	i	16
CC1CN(C(C)C)C(=S)NC1=O (stereo not drawn)	1	-2.9	-7	2	2	-1	-0.2	-10	i	5
COC(=O)C(C(=O)Nc1ccccc1C)C1CCCC1 (stereo not drawn)	-4	-1.9	-3	1	-6	-2	-0.3	-13	i	1
CC1CC(C)CN(C(=O)C2CCC(CNc3c(N4CCCCC4)c(=O)c3=O)CC2)C1 (stereo not drawn)	-1	-0.9	7	5	1	-2	-1.0	1	i	2
O=C(NC1CCCCCC1)c1nc2ncccn2n1	2	0.8	-1	7	6	-1	-0.7	-2	i	4
CC1=C(C(=O)Nc2ccccc2)C(c2ccc3c(c2)OCO3)C2=C(CCCC2=O)N1 (stereo not drawn)	-4	0.5	-5	-2	1	4	-0.4	-7	i	4
